Source: PubChem BioAssay (National Center for Advancing Translational Sciences (NCATS))
12-LOX inh – blocks human arachidonate 12S-lipoxygenase | AID 1671190 | Potency, µM (series often up to 108 µM), for the others: at the top dose activity change, negative = inhibition, usual class: inhibitors | purified 12hLO, xylenol orange hydroperoxide absorbance | hit rate 1.1% among 580,000; active = well fitted inhibition curve with a large enough effect; inconclusive = small, poorly fitted or top-dose-only effect, or another doubt; inactive = no such curve, though single readings can be large or run the other way
Target sequence (P18054 whole entry, looked up): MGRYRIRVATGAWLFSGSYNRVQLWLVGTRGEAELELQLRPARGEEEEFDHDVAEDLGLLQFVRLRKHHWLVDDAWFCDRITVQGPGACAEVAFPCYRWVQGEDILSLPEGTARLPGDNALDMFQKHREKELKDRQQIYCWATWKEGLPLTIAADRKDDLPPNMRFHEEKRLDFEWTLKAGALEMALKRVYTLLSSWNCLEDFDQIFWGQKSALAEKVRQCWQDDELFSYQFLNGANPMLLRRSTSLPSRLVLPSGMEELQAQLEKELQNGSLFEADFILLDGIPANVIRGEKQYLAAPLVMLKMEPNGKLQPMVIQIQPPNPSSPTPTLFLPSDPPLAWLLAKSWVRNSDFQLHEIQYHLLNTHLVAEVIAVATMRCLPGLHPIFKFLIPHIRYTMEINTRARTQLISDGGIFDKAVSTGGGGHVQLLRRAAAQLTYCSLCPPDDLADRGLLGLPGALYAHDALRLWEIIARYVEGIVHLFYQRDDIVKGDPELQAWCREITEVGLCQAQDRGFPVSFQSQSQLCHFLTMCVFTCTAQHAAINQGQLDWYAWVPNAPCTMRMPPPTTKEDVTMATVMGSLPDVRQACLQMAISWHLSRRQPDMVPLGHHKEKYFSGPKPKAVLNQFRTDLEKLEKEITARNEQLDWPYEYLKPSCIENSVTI
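Hydroperoxide product was detected by ferrous iron/xylenol orange as the 573 to 405 nm absorbance ratio. Arachidonic acid at 40 uM (final) was turned over for 30 min at room temperature by 150 nM human 12hLO, pH 7.0 Hepes buffer, after 15 min compound preincubation.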
* marks the source's active call; other numbers are inactive results; ? = inconclusive; & = joins results of further samples; [ ] = another dose, or the depositor's remark. % is scaled to controls: 0 for no effect and ±100 for the full control effect; potency is read from the fitted curve at half-maximal effect. Only part of the results is shown (hit frequency here may not be typical).

SMILES	12-LOX inh
O=C(O)C1CCN(C(=O)CSc2nnc(-c3ccccc3F)n2C2CCCC2)CC1	?
CC(O)[C@H]1CC[C@H]2[C@@H]3CC[C@@H]4C[C@@H](O)CC[C@]4(C)[C@H]3CC[C@]12C (stereo not given in full)	19%
O=C(/C=C/c1cccc(Br)c1)c1cccc(O)c1	?
Cc1cc(-c2ccc(N=Cc3cccc(Cl)c3)c(C)c2)ccc1N=Cc1cccc(Cl)c1	-9%
Cc1nc2cc(NC(=O)c3cc(S(=O)(=O)Nc4ccc(C)c(C)c4)ccc3Cl)ccc2o1	2%
CN(C)CCCNCCc1ccccc1	?
COc1ccc(CC2CN(Cc3cccc(-n4cccn4)c3)CCO2)cc1 (stereo not given)	-23%
Cn1c(=O)[nH]c(=O)c2c1nc(SCC(=O)c1ccccc1)n2CCCc1ccccc1	-17%
Cc1cc(Cl)ccc1NC(=O)C1CCCc2ccccc21 (stereo not given)	11%
CCOC(=O)C1(C)C=C(Nc2ccc(CC)cc2)C(=O)N1c1ccc(CC)cc1 (stereo not given)	?
Cc1ccc(OC(C)c2nc(-c3cccnn3)no2)cc1C (stereo not given)	-37%
CN(CCO)C(=O)c1cn2cc(-c3cccs3)n(CC3CC3)c(=O)c2n1	15%
CCc1ccc(CN(C(=O)c2cc(=O)c3cc(Cl)ccc3o2)C2CCS(=O)(=O)C2)cc1 (stereo not given)	?
Cc1ccc(CN2CCCCCCNC(=O)[C@@H]3C[C@@H](C(=O)NCCc4cnc[nH]4)C[C@@H]32)o1	191%[activator]
O=S1(=O)C=C[C@@H](CO)N1Cc1ccc(Br)cc1	13%
CC(NC(=O)CSc1ccc2c(c1)OCCCO2)c1ccc2ccccc2c1 (stereo not given)	?
O=c1cc(CN2CCCC(CCc3ccccc3C(F)(F)F)C2)[nH]c(=O)[nH]1 (stereo not given)	2%
COc1ccccc1-c1noc2c1C(=O)N(Cc1cn(Cc3ccccc3)nn1)CC2	?
O=C(c1ccc(F)cc1)N1C[C@@H]2C[C@H](C1)c1ccc(NS(=O)(=O)Cc3ccccc3)c(=O)n1C2	0%
CC(C)c1nc2nccc(-c3ccc(F)cc3)n2n1	22%
O=C(OCc1cccc2ccccc12)c1ccc(N2CCOCC2)nc1	18%
N#Cc1ccccc1CN1CCCCCCNC(=O)[C@@H]2CCC[C@@H]21	174%[activator]
O=C1CC2(CCN(C(=O)C3CCCCC3)C2)Nc2ccccc2N1 (stereo not given)	5%[6.33 µM]
Cn1ccnc1C(=O)N1CCC2(CC1)CC(Cc1nc(C3CC3)no1)CCO2 (stereo not given)	20%
CC1(CNC(=O)NCc2ccc(F)cc2)CCOCC1	8%
CC(C)NC(=O)N1CCN(C(=O)NC(C)C)[C@@H](C(=O)N[C@H](Cc2c[nH]c3ccccc23)C(N)=O)C1	5%
O=C(Nc1ccc(Cl)cc1)C1Sc2nnc(-c3ccccc3)n2NC12CCCCC2 (stereo not given)	46%[activator]
Cc1nc(C2CCN(C(=O)C3(C(N)=O)CC3)CC2)cc(N2CCOCC2)n1	5%
Cc1ccc(OCC(=O)Nc2ccc(S(=O)(=O)NC(C)(C)C)cc2)c(Br)c1	2%
O=C(NCC1(N2CCCCC2)CCCC1)c1cnn(-c2nccc(-c3cccs3)n2)c1C1CC1	12%
Cc1nn(C)cc1C(=O)N1CC[C@H](N2CCN(C)CC2)[C@H](CCCO)C1	86%[activator]
COc1ccc(-c2nc(C3CC3)nc3c2CN(C(=O)c2ccc(C(F)(F)F)cc2)CC3)cc1	8%[6.33 µM]
CCOC(=O)c1nc2ccccc2nc1N1CCN(c2cccc(C)c2C)CC1	-14%
C[C@H]1[C@H](c2ccccc2)Oc2cccc(N3CCCC3)c2S(=O)(=O)N1Cc1cccc(F)c1	-15%
CCC(C)OC(=O)Cn1nnc2sc3c(c2c1=O)CCCC3 (stereo not given)	12%
CSCC(=O)N1C[C@@H](NC(=O)Nc2cccc(SC)c2)C[C@H]1C(=O)N[C@@H](CCS(C)(=O)=O)C(N)=O	22%
O=C(Nc1ccc(F)cc1)C(c1ccccc1)N1CCN(C(=O)C2CC2)CC1 (stereo not given)	11%
CN(CC(=O)N(C)C1CCS(=O)(=O)C1)c1ccc2ccccc2c1 (stereo not given)	?
Cc1[nH]c2ccccc2c1C(=O)c1cc2ccccc2o1	?
Cc1ccc(C(=O)N2CCC3(CC2)CC(C(C)C)=NO3)cc1	44%[176 µM]
Cc1cccc(C(=O)N2C(C(=O)N3CCOCC3)COC23CCN(C(=O)CC(C)(C)C)CC3)c1 (stereo not given)	28%
CC(=O)c1cccc(NC(=O)c2ccccc2SCc2cccs2)c1	?
Cc1cc2nc3n(c(=O)c2n1CC(=O)Nc1ccc2c(c1)OCO2)CCCCC3	20%
CC(=O)NC1CC2CCCC(C1)N2C(=O)Nc1c(C)cccc1C (stereo not given)	-14%
COCC1CN(C(C)=O)CC12CCN(Cc1ccc(F)cc1Cl)CC2 (stereo not given)	12%
CN(C)c1nc2c(c(=O)[nH]1)CCN(CCc1ccccc1)CC2	34%
COC(=O)c1cc(O)cc(C(=O)OC)c1	0%
CC(C)CNC(=O)c1cc(C2CC2)nc2c1c(C1CCCN1)nn2C (stereo not given)	-15%[6.33 µM]
CCCCCC(=O)NC1CCCCN(C)C1=O (stereo not given)	-3%
COc1ccc(OC)c(NC(=O)NCc2nc(-c3cccc(Cl)c3)oc2C)c1	?
CC(=O)c1sc2ccccc2c1C	30%
CCC(C)(C#N)NC(=O)Cc1cccs1 (stereo not given)	34%[activator]
Cc1ccc2[nH]c(=O)c(CCC(=O)O)cc2c1	5%
O=c1[nH]cc(CCc2ccccc2)c(=O)[nH]1	-1%
Cc1nn2c(nnc3c(=O)n(-c4ccccc4)ccc32)c1-c1ccccc1	26%
O=C(Nc1cccc(-n2cccn2)c1)C1CCCN(C(=O)N2CCOCC2)C1 (stereo not given)	4%
CC(C)(C)c1ccc(NC(=O)c2cc(F)c(F)c(F)c2F)cc1	-25%
O=C(COC(=O)C1CCN(S(=O)(=O)c2ccc(Cl)c(C(F)(F)F)c2)CC1)NCC1CCCO1 (stereo not given)	-4%
Nc1[nH]c(C(=O)c2ccccc2)c(-c2ccccc2Br)c1C(=O)NCc1ccc(-c2ccccc2)cc1	-4%
CC1(C)CC(=O)C2=C(C1)OC1=C(C(=O)CC(C)(C)C1)C2c1cccc(O)c1	-1%

For convenience, part of the list above.
SMILES	12-LOX inh
COC(=O)c1cc(O)cc(C(=O)OC)c1	0%
CC(C)CNC(=O)c1cc(C2CC2)nc2c1c(C1CCCN1)nn2C (stereo not given)	-15%[6.33 µM]
CCCCCC(=O)NC1CCCCN(C)C1=O (stereo not given)	-3%
COc1ccc(OC)c(NC(=O)NCc2nc(-c3cccc(Cl)c3)oc2C)c1	?
CC(=O)c1sc2ccccc2c1C	30%
CCC(C)(C#N)NC(=O)Cc1cccs1 (stereo not given)	34%[activator]
Cc1ccc2[nH]c(=O)c(CCC(=O)O)cc2c1	5%
O=c1[nH]cc(CCc2ccccc2)c(=O)[nH]1	-1%
Cc1nn2c(nnc3c(=O)n(-c4ccccc4)ccc32)c1-c1ccccc1	26%
O=C(Nc1cccc(-n2cccn2)c1)C1CCCN(C(=O)N2CCOCC2)C1 (stereo not given)	4%
CC(C)(C)c1ccc(NC(=O)c2cc(F)c(F)c(F)c2F)cc1	-25%
O=C(COC(=O)C1CCN(S(=O)(=O)c2ccc(Cl)c(C(F)(F)F)c2)CC1)NCC1CCCO1 (stereo not given)	-4%
Nc1[nH]c(C(=O)c2ccccc2)c(-c2ccccc2Br)c1C(=O)NCc1ccc(-c2ccccc2)cc1	-4%
CC1(C)CC(=O)C2=C(C1)OC1=C(C(=O)CC(C)(C)C1)C2c1cccc(O)c1	-1%

The listing continues:
SMILES	12-LOX inh
FC(F)(F)c1ccnc(-c2cc(NCc3ccccn3)nc3[nH]ccc23)c1	92%[activator]
CC(C)c1nc(C2Cc3ccccc3N2C(=O)NCc2ccco2)no1 (stereo not given)	16%
COc1cccc(C(=O)N2CCCC(c3nn[nH]n3)C2)c1 (stereo not given)	-11%
CCOC(=O)C1(C(=O)OCC)N=C(c2ccccc2)C=C1c1ccccc1	?
O=C(c1ccc(CSc2ncccn2)o1)N1CCC2(CCOCC2)CC1	-18%
COc1ccc(N2CCN(c3cncc(C)n3)CC2)cc1	-2%
COC(=O)c1ccc2nc(-c3ccc(C)cc3)c(Cc3ccc(OC)cc3C)n2c1	?
COc1cccc(-c2cc(C3CCN(C(=O)Nc4cccc(C)c4)CC3)[nH]n2)c1	-11%
O=C(C1CC1)N1CCC(Cc2nc(-c3ccc(F)cc3)no2)CC1	1%
COc1ccc(CC(=O)N2CC[C@@H](CC(=O)O)[C@@H](CCN(C)c3ccccc3)C2)cc1	12%[176 µM]
O=C(c1ccccc1F)N1CCC(N2CC3CC(C2)[C@H]2CCCC(=O)N2C3)CC1 (stereo not given in full)	2%
O=C1CCN(C(=O)Cc2ccccc2)CCCC(c2nc(-c3cnccn3)no2)CCN1 (stereo not given)	49%[activator]
Cc1ccccc1CN1CCC2(CC1)OCCN(Cc1ccccc1)C2=O	-4%[176 µM]
Cc1ccc(Cc2c(C3CCCCC3)nc3c4ccccc4ccn23)cc1	?
O=C(c1ccccc1F)N1CCC(N2CCCNC2=O)CC1	-4%&17%[176 µM]
CCc1ccccc1N/C=C(\C#N)c1nc(-c2ccc(C)cc2)cs1	1%
COc1ccc(C(=O)N[C@H](C)c2onc(-c3ccc(F)cc3)c2C(=O)O)cc1	0%[176 µM]
CC(C)C(=O)Nc1cc(Cl)ccc1Cl	1%
Cc1ccc(S(=O)(=O)NC(=O)C2(C)CCN2C(=O)C2CCCCC2)nc1 (stereo not given)	6%
Cc1cncc(C(=O)N2CC[C@@H](c3ccc4ccccc4c3)[C@H](O)C2)c1	8%
O=C1C(=O)N(C2CC2)C(=O)N1Cc1ncc(-c2cccc(Cl)c2)o1	10%
COc1cc(-c2n[nH]c3ccnc(-c4cccc(OC(F)(F)F)c4)c23)cc(OC)c1OC	?
O=C(NCCCN1CCCCC1)C1CCN(C(=O)N2CC3CC(C2)[C@H]2CCCC(=O)N2C3)CC1 (stereo not given in full)	16%
CC(C)c1ccc(NC(=O)CCC2CCCC2)cc1	5%
O=C(c1cn[nH]c1-c1ccccc1)N1CCC2(CC1)CC(O)CCO2 (stereo not given)	26%
COCc1noc([C@@H]2CC(F)(F)CN2C(=O)c2coc(C)n2)n1	29%
CCc1nc2ccccc2n1CCC(=O)N[C@H]1CCOC[C@H]1C1CCOCC1	10%
O=C(NCc1nnc2n1C(C(=O)N1CCOCC1)CC2)Nc1cccnc1 (stereo not given)	4%[6.33 µM]
O=C(NC1C[C@H]2CC[C@@H](C1)N2C(=O)C1CCCCCC1)c1ccncc1 (stereo not given in full)	0%
c1coc(-c2nc3c4ccccc4ccn3c2Cc2ccsc2)c1	?
COc1ccc(C(=O)Nc2oc3ccccc3c(=O)c2-c2ccc(OC)cc2)cc1	-21%
C[C@@]12CO[C@@H](Cc3ccccc3)O[C@@H]1CC[C@]1(C)C2CC[C@@H](O)[C@H]1CC(=O)NCc1ccco1 (stereo not given in full)	-1%
CCOC(=O)C(C)Oc1ccc2c(C)c(Cc3ccccc3)c(=O)oc2c1 (stereo not given)	-1%
COC(=O)CNC(=O)C1=NOC2CN(C(=O)Nc3cccnc3)CC12 (stereo not given)	2%[6.33 µM]
CC(C)C[C@H]1COc2cc(N(C)CCO)ccc2S(=O)(=O)N1	11%
O=C(NCc1ccccc1)C1CCN(C(=O)/C=C/c2cccc(C(F)(F)F)c2)CC1	7%

Given with each value named: entries from further up
molecule: COCc1noc([C@@H]2CC(F)(F)CN2C(=O)c2coc(C)n2)n1
  12-LOX inh = 29%
molecule: CCc1nc2ccccc2n1CCC(=O)N[C@H]1CCOC[C@H]1C1CCOCC1
  12-LOX inh = 10%

Later entries:
SMILES	12-LOX inh
N#Cc1ccc2cc[nH]c2c1	-24%
COc1ccc(-c2noc(C(=O)O)c2[C@@H](C)NC(=O)c2ccc3c(c2)OCO3)cc1	?
COC(=O)CCc1cc2c(C)cc(=O)oc2cc1O	-5%
CCN1CC(C(=O)N2CCCC(c3ccccc3)(c3ccccc3)C2)CC1=O (stereo not given)	16%
CCc1ccccc1NC(=O)NCC1CCOCC1	-7%
C/C(=C/c1nc(N)n(Cc2ccccc2)c1Cc1ccccc1)Cn1[nH]c(=O)n(-c2ccccc2)c1=O	0%
CCc1c(-c2cccc(Br)c2)ncn1CCc1ccccc1OC	?
C/C(=N\NC(=O)Cc1cccs1)c1cccc2ccccc12	-22%
O=C(CN1C(=O)C2CC=CCC2C1=O)Nc1ccc(F)c(Cl)c1 (stereo not given)	-8%
CCC(C)NC(=O)C(NC(=O)c1cccc(OC)c1)C1CCN(C(=O)CC(C)(C)C)CC1 (stereo not given)	23%
Fc1ccc(-c2ccnc3nc(C4CCCO4)nn23)cc1 (stereo not given)	-1%
CCCCn1c(Cn2ccnc2C)nc2cc(NC(=O)c3ccc(OC)cc3)ccc21	37%[activator]
CC(=NNC1=NCCN1)c1cn(C2=NCCN2)nc1C	6%
CC(C)CCC(=O)N1CC(C(=O)N(C)C)C2(CCOCC2)C1 (stereo not given)	47%[activator]
Brc1ccc(CN2CCC(c3nc4ccncc4[nH]3)C2)cc1 (stereo not given)	?
CCNC(=O)N1CCC(Oc2ccccc2)C1 (stereo not given)	15%
O=C1CC(c2nc(-c3cn4ccccc4n3)no2)CN1Cc1ccncc1 (stereo not given)	6%
C=CCNc1nc2cc(-c3cccc(NC(C)=O)c3)sc2c(=O)n1C	13%
COCCn1c(C)cnc1CC1CCN(C(=O)c2c[nH]c3ccccc23)CC1	41%
